# High-throughput results from PubChem.
# GPR35 arrestin U2OS = inhibition of zaprinast-stimulated GPR35 beta-arrestin translocation – imaging, U2OS, beta-arrestin-GFP, zaprinast agonist, primary screen (AID 2058). 290,000 tested, 0.052% active. U2OS GPR35 beta-arrestin-GFP translocation imaging, zaprinast antagonism; higher % means a stronger effect. inhibition, % at 10 µM; hits with a dose series show IC50 in µM;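 active = inhibition of at least 50% with at least 30 cells and total cytoplasm GFP at most 10,000,000; inconclusive = under 30 cells or total GFP of 10,000,000 plus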
# RSV CPE inhibition = RSV antiviral activity via CPE protection, HEp-2 cells, primary 10 µM value included (AID 2391); HEp-2 cells, RSV-induced CPE inhibition; higher % means a stronger effect; CPE inhibition, % at 10 µM, or IC50 in µM where a hit was titrated; 310,000 tested, 0.13% active; in the data active = a potency from the dose series; inconclusive = CPE inhibition mostly from about 23% at the one dose, without a potency; inactive = the rest, 99 in 100 with CPE inhibition below about 21%; also: strong numbers were not always called active
# Large T inhibition = TAg ATPase/helicase activity blockers – biochemical (AID 1903); SV40 large T antigen ATPase/helicase inhibition assay; higher % means a stronger effect; inhibition, % at 20 µM, or IC50 in µM where a hit was titrated; 310,000 tested, 0.39% active; in the data active = a potency from the dose series; inconclusive = inhibition mostly from about 32% at the one dose, without a potency; inactive = the rest, 99 in 100 with inhibition below about 32%; also: strong numbers were not always called active
# LYP phosphatase = inhibitors of LYP phosphatase, biochemical, fluorescence intensity, uHTS (AID 1779); recombinant LYP phosphatase, fluorescence intensity; higher % means a stronger effect; inhibition, % at 11.5 µM; hits with a dose series show IC50 in µM; 290,000 tested, 0.054% active; in the data active = inhibition above about 50%;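 also: plate controls were vehicle with enzyme for no effect and no enzyme for full effect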
# MgcRacGAP inhibition = MgcRacGAP GTPase-activating activity inhibitors, confirmation, biochemical, ADP Hunter fluorescence. MgcRacGAP-stimulated Rac1 GTP hydrolysis, ADP Hunter fluorescence; higher % means a stronger effect; GST-tagged Rac1 F28L mutant substrate. one-dose inhibition, % at 30 µM; IC50 in µM for titrated hits. 340,000 tested, 0.6% active;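 active = first-screen hits whose inhibition reached a set limit at any dose in the follow-up dose series; inconclusive = inhibition above the set first-screen limit but never retested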;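 also: fluorescence reports GDP produced by GAP-driven GTP hydrolysis; strong numbers were not always called active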
# PhoP inhibition = PhoP-dependent GFP reporter repression – Salmonella Typhimurium, primary screen (AID 1863); 300,000 tested, 0.16% active; S. Typhimurium PhoP-regulated promoter GFP reporter, 4 h; higher % means a stronger effect; inhibition, % at 50 µM; hits with a dose series show IC50 in µM;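 active = inhibition over 29.93%, a cutoff 3 SD above the screen mean, later confirmed by dose response; inconclusive = inhibition over 29.93% but no dose response follow-up; inactive = inhibition at most 29.93% or unconfirmed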;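 also: 0% = low Mg2+ inducing control and 100% = high Mg2+ repressing control; strong numbers were not always called active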
# NS5 inhibitors = flavivirus cap methylation enzyme inhibition – biochemical, confirmation dose response, primary screen (AID 588689). Dengue-2 NS5 methyltransferase capping enzyme assay, biochemical; higher % means a stronger effect. inhibition, % at 25 µM, or IC50 in µM where a hit was titrated. 340,000 tested, 0.3% active; in the data active = a potency from the dose series; inconclusive = inhibition above about 29% without an active follow-up result
# West Nile virus CPE = inhibition of WNV-induced cytopathic effect – cell-based, CPE readout (AID 1621); West Nile virus-infected cells, CPE inhibition; higher % means a stronger effect; 290,000 tested, 0.02% active; CPE inhibition, % at 10 µM, or IC50 in µM where a hit was titrated; in the data active = a potency from the dose series; inconclusive = CPE inhibition mostly from about 3.7% at the one dose, without a potency; inactive = the rest, 99 in 100 with CPE inhibition below about 2.2%; also: strong numbers were not always called active
# ER stress rescue = rescue of cells from ER stress-induced death, primary screen, 384-well, CSM14.1, thapsigargin, ATP luminescence (AID 1222) | CSM14.1 thapsigargin-induced death rescue, ATP luminescence; higher % means a stronger effect | one-dose cellular ATP content (survival), % at 20 µM; EC50 in µM for titrated hits | 190,000 tested, under 10 active;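 active = EC50 below 50 µM in the dose-response confirmation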;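 also: death triggered by thapsigargin at about 15 µM added after 2 h compound pretreatment; cell ATP read after overnight thapsigargin exposure of roughly 18 to 22 hours; normalized against plate controls of thapsigargin alone and 5% DMSO vehicle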
# NS5 inhibitors pilot replicate = also measured in NS5 inhibitors; calls as there; inhibition, %; measured here: pilot screen replicate inhibition
# * hit, by the source's call; ? = inconclusive; nt = no result given.
SMILES,GPR35 arrestin U2OS,RSV CPE inhibition,Large T inhibition,LYP phosphatase,MgcRacGAP inhibition,PhoP inhibition,NS5 inhibitors,West Nile virus CPE,ER stress rescue,others
CN1C(=O)c2cccc3c(S(=O)(=O)Nc4ccc(O)c(C(=O)O)c4)ccc1c23,2.7%,1.1%,10.4%,-1.9%,7.2%,-0.4%,2.5%,-0.1%,nt,
COc1cc(OC)cc(C(=O)Nc2ccc(S(=O)(=O)Nc3ccccn3)cc2)c1,-13.8%,0.7%,21.6%,-7.9%,5.2%,5.5%,-12.1%,-0.3%,nt,
COc1c([N+](=O)[O-])c(=O)oc2ccccc12,-8.2%,4.0%,1.6%,-2.8%,4.0%,0.0%,-2.0%,-0.1%,-1.7%,
Cc1ccc(S(=O)(=O)N2CCC(C(=O)Nc3ccc4c(c3)OCO4)CC2)cc1,3.1%,-1.3%,8.4%,-12.1%,0.9%,11.6%,-3.9%,-0.9%,-1.2%,
Brc1ccccc1C1Nc2cccc3cccc(c23)N1,-10.8%,1.3%,20.6%,-5.5%,?,3.9%,10.8%,1.6%,nt,
Cn1cccc1-c1cc(C(=O)N/N=C/c2cc(Br)ccc2O)[nH]n1,3.1%,16.8%,23.2%,-4.0%,10.7%,17.7%,-16.3%,?,nt,
Cc1ccccc1CSCCNC(=O)Nc1ccccc1,-26.3%,?,28.8%,4.1%,2.2%,-6.3%,-4.5%,0.1%,0.0%,
O=[N+]([O-])c1ccc(N2CCN(C(=S)NC3CCCCC3)CC2)cc1,-0.1%,5.0%,0.2%,-3.7%,5.6%,-3.6%,-4.2%,-0.2%,-0.6%,
CC(=O)O[C@@H]1C[C@H]2C(C)(C)C(=O)C=C[C@]2(C)[C@H]2CC[C@@]3(C)[C@H](c4ccoc4)OC(=O)[C@H]4O[C@]43[C@@]21C,4.1%,0.5%,18.7%,2.5%,5.6%,3.0%,-2.4%,18.2%,4.4%,
O=C(NCC(=O)N(c1cccnc1)C(C(=O)NC1CCCCC1)c1ccccc1F)c1ccco1 (centres undefined),4.4%,0.1%,0.1%,-6.3%,8.1%,5.6%,-3.6%,0.2%,nt,
COc1ccc(-c2cc(C(F)(F)F)nc(SCC(=O)NCc3ccco3)n2)cc1OC,-4.2%,-2.3%,0.8%,-3.9%,1.4%,9.8%,-5.5%,-0.2%,-3.0%,
COc1ccc(C(c2nnnn2Cc2cccs2)N2CCN(c3ccccc3)CC2)cc1OC (centres undefined),18.9%,0.8%,5.2%,-3.3%,5.8%,7.6%,-4.8%,-0.4%,1.3%,
CC(=O)N1CCN(c2ccccc2NC(=O)c2cccs2)CC1,2.1%,1.9%,10.6%,-6.0%,7.6%,-6.5%,6.6%,-0.8%,nt,
O=C(NCCN1CCCC1=O)C1CCC(=O)N(CCc2ccc(Cl)cc2)C1 (centres undefined),7.3%,1.8%,0.3%,-8.3%,2.5%,-1.4%,5.2%,-0.3%,nt,
O=C(/C=C/c1ccccc1Cl)Nc1cccc(S(=O)(=O)NC2=NCCCCC2)c1,-0.3%,10.6%,-1.0%,5.7%,1.2%,-12.3%,-4.7%,-1.3%,-5.9%,

# An excerpt from above in order of molecular weight, largest number first.
SMILES,GPR35 arrestin U2OS,RSV CPE inhibition,Large T inhibition,LYP phosphatase,MgcRacGAP inhibition,PhoP inhibition,NS5 inhibitors,West Nile virus CPE,ER stress rescue,others
CC(=O)O[C@@H]1C[C@H]2C(C)(C)C(=O)C=C[C@]2(C)[C@H]2CC[C@@]3(C)[C@H](c4ccoc4)OC(=O)[C@H]4O[C@]43[C@@]21C,4.1%,0.5%,18.7%,2.5%,5.6%,3.0%,-2.4%,18.2%,4.4%,
O=C(NCC(=O)N(c1cccnc1)C(C(=O)NC1CCCCC1)c1ccccc1F)c1ccco1 (centres undefined),4.4%,0.1%,0.1%,-6.3%,8.1%,5.6%,-3.6%,0.2%,nt,
COc1ccc(C(c2nnnn2Cc2cccs2)N2CCN(c3ccccc3)CC2)cc1OC (centres undefined),18.9%,0.8%,5.2%,-3.3%,5.8%,7.6%,-4.8%,-0.4%,1.3%,
COc1ccc(-c2cc(C(F)(F)F)nc(SCC(=O)NCc3ccco3)n2)cc1OC,-4.2%,-2.3%,0.8%,-3.9%,1.4%,9.8%,-5.5%,-0.2%,-3.0%,
O=C(/C=C/c1ccccc1Cl)Nc1cccc(S(=O)(=O)NC2=NCCCCC2)c1,-0.3%,10.6%,-1.0%,5.7%,1.2%,-12.3%,-4.7%,-1.3%,-5.9%,
Cn1cccc1-c1cc(C(=O)N/N=C/c2cc(Br)ccc2O)[nH]n1,3.1%,16.8%,23.2%,-4.0%,10.7%,17.7%,-16.3%,?,nt,
O=[N+]([O-])c1ccc(N2CCN(C(=S)NC3CCCCC3)CC2)cc1,-0.1%,5.0%,0.2%,-3.7%,5.6%,-3.6%,-4.2%,-0.2%,-0.6%,
CC(=O)N1CCN(c2ccccc2NC(=O)c2cccs2)CC1,2.1%,1.9%,10.6%,-6.0%,7.6%,-6.5%,6.6%,-0.8%,nt,
Cc1ccccc1CSCCNC(=O)Nc1ccccc1,-26.3%,?,28.8%,4.1%,2.2%,-6.3%,-4.5%,0.1%,0.0%,
COc1c([N+](=O)[O-])c(=O)oc2ccccc12,-8.2%,4.0%,1.6%,-2.8%,4.0%,0.0%,-2.0%,-0.1%,-1.7%,

# Next results follow:
SMILES,GPR35 arrestin U2OS,RSV CPE inhibition,Large T inhibition,LYP phosphatase,MgcRacGAP inhibition,PhoP inhibition,NS5 inhibitors,West Nile virus CPE,ER stress rescue,others
C1CSC2(N1)C1CC3CC(C1)CC2C3 (centres undefined),24.4%,0.9%,20.2%,-1.0%,16.3%,1.3%,-0.7%,1.1%,-0.8%,
CCNC(=S)N/N=C/c1cc(C)ccc1C,-2.8%,10.3%,7.0%,7.9%,9.8%,-1.1%,-0.3%,-1.1%,-1.6%,
COc1cccc(-n2nnc3c(=O)n(C/C=C/c4ccccc4)cnc32)c1,-12.2%,6.7%,4.6%,3.1%,-5.9%,7.0%,-0.7%,-0.5%,-2.2%,
O=C(CN1C(=O)COc2ccc(S(=O)(=O)N3CCCC3)cc21)N1CCCC1,11.7%,1.5%,6.0%,-4.0%,-9.5%,-9.8%,-5.5%,-0.1%,nt,
Cc1cc2ccccn2c1C(=O)c1ccc([N+](=O)[O-])o1,-8.9%,2.3%,8.0%,0.7%,5.8%,-0.6%,-2.3%,-1.7%,5.0%,
Cc1sc(NC(=O)CSc2nnc(N)s2)c(C#N)c1C,-2.4%,1.3%,5.4%,-3.1%,6.4%,2.5%,-9.8%,0.0%,nt,
CCc1ccc(-c2cc(C)no2)cc1S(=O)(=O)NCCc1ccc(S(N)(=O)=O)cc1,10.8%,5.3%,3.2%,-12.3%,-24.4%,4.8%,5.2%,-0.2%,nt,
O=c1[nH]c2ccccc2c2oc(CCl)nc12,23.4%,-3.4%,?,-8.7%,2.0%,-6.7%,-0.3%,0.6%,nt,
Cc1occc1C(=O)Nc1nn[nH]n1,1.4%,0.4%,13.1%,-5.6%,19.5%,-21.4%,-2.7%,-0.1%,-0.8%,
CSc1ncc(C(=O)Nc2ccccc2)cn1,-9.8%,0.2%,5.3%,-5.8%,5.8%,-0.4%,-9.5%,-0.7%,nt,
COc1ccc(S(=O)(=O)N(CC(=O)N2CCCC2)Cc2ccccc2)cc1,1.1%,-0.3%,5.8%,-6.5%,17.2%,9.4%,0.6%,-0.4%,1.1%,
CC1SC(=NC(=O)c2ccco2)NC1=O (centres undefined),17.7%,2.5%,13.2%,-1.9%,2.9%,-26.0%,0.3%,0.8%,-0.6%,
CCCCNC(=O)C1CC(c2cccc(F)c2)=NO1 (centres undefined),1.1%,2.0%,9.2%,-9.8%,9.0%,7.7%,2.5%,0.1%,nt,
COc1cccc(CNC(=O)CCC(=O)n2ncc3cc(C)ccc32)c1OC,-5.5%,1.1%,14.5%,-13.6%,2.1%,nt,-2.1%,-0.1%,nt,
COc1ccc(N2CC(C(=O)Nc3nnc(SCC(=O)NCc4ccco4)s3)CC2=O)cc1 (centres undefined),-13.2%,0.4%,5.8%,-3.2%,11.6%,-4.4%,-7.5%,-0.1%,nt,
Cc1cccc2cc(CN(Cc3ccco3)C(=O)c3cccs3)c(=O)[nH]c12,16.1%,2.8%,-0.2%,5.0%,14.0%,11.3%,-2.2%,0.0%,-3.4%,
COc1cccc(C(=O)N2CCC(C(=O)NCc3ccc(C)cc3)CC2)c1,-14.5%,0.1%,-15.1%,-5.0%,-6.0%,2.1%,-8.9%,-0.9%,nt,
O=C1NC(CCc2ccccc2)C(=O)N1Cc1ccc(Br)cc1 (centres undefined),-8.0%,10.0%,25.5%,-5.0%,0.7%,-9.6%,-3.9%,-1.9%,-0.7%,
CC(C)c1cc(CNC(=O)C2CCC(=O)N(Cc3ccccc3F)C2)on1 (centres undefined),3.8%,1.1%,9.4%,-9.5%,4.0%,5.2%,0.7%,-0.4%,nt,
CCN1CCN(c2nc(NCCO)c3ccccc3n2)CC1,0.4%,-0.8%,6.3%,-8.9%,7.5%,-2.5%,-2.4%,-0.1%,nt,
CCOC(=O)c1cnn(Cc2ccc(C)cc2)c1N,-3.7%,2.2%,7.2%,-2.1%,-6.8%,-0.6%,-5.1%,-0.2%,nt,
Cc1cc(CNC(=O)Cn2nc(C)c([N+](=O)[O-])c2C)c2ccccc2n1,-13.1%,-0.9%,10.9%,-4.8%,14.0%,3.8%,0.8%,0.0%,-1.1%,
COC(=O)c1cc(NC(=O)CSc2nc(C)cc(=O)[nH]2)cc(C(=O)OC)c1,13.2%,0.4%,17.2%,-5.4%,3.4%,-12.7%,0.0%,0.6%,-2.6%,
O=C(Nc1ccccc1)Nc1nc(-c2ccccc2)cs1,-8.0%,2.5%,6.5%,-2.2%,11.7%,-11.8%,-6.1%,-0.3%,nt,
O=C(COC(=O)c1ccc(O)cc1)NCCC1=CCCCC1,8.9%,-0.7%,5.2%,-1.3%,6.0%,6.6%,-4.6%,0.3%,0.0%,
O=[N+]([O-])/C(C(Cl)=C(Cl)Cl)=C(\Nc1ccc(F)cc1)n1cncn1,-19.0%,4.2%,17.4%,-4.0%,nt,6.4%,nt,-0.8%,-0.8%,
Cc1ccc(NC(=O)CCCn2c(=O)[nH]c3ccsc3c2=O)cc1,2.2%,0.7%,5.1%,-5.4%,8.0%,4.3%,0.8%,0.2%,nt,
COc1ccc(NC(=S)NCc2ccccn2)cc1OC,-4.3%,1.1%,13.0%,2.7%,-4.6%,7.5%,-3.1%,0.6%,-0.9%,
Cc1cc(OCCCN2CCCC2)ccc1Cl,-3.1%,-0.7%,10.3%,-9.6%,7.7%,7.3%,-13.2%,-1.2%,nt,NS5 inhibitors pilot replicate=0.3
